Screening results (PubChem BioAssay)
ASM inhibitor: inhibitors of human secretory acid sphingomyelinase | placental ASM, HMU-PC fluorogenic substrate, 60 min | Potency, µM (top dose mostly 57.5 µM), for the others: top-dose activity change, negative = inhibition, actives largely listed as inhibitors | 340,000 compounds, 0.006% hits | AID 504937; note: potency is the fitted concentration of half-maximal effect
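qHTS format. ASM enzyme prepared from human placenta hydrolyses the fluorogenic substrate HMU-PC0 (9 uM final) over 60 min at 37 °C after a 10 min compound preincubation.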
B2AR arrestin: beta2AR (human) beta-arrestin recruitment activity. beta-arrestin recruitment to beta2AR, cell-based reporter. Potency, µM (titrated, usually from 46.1 µM), for the others: top-dose activation, most hits filed as activators. 330,000 compounds, 0.02% hits;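 note: potency is the fitted concentration of half-maximal effect; 0% = DMSO controls and full agonism = EC100 isoproterenol or metaproterenol; nearly all actives have a fitted effect of over 65% in size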
ELG1 genotox: induces genotoxicity in HEK293T cells with luciferase-tagged ELG1. HEK293T ELG1-luciferase reporter, luminescence, 16 h. Potency, µM (titrated, usually from 46 µM), for the others: top-dose activity change, positive = activation, most hits filed as activators. 330,000 compounds, 1.3% hits; note: potency is the fitted concentration of half-maximal effect; % of control where 0% means no effect; nearly all actives have a fitted effect of over 60% in size
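HEK293T cells expressing luciferase-tagged ELG1 were exposed to compound or DMSO vehicle for 16 hr at 37 °C and 5% CO2. Luciferase activity was then measured with ONE-Glo after 30 min at room temperature.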
PTAP TSG101 blk: blocks PTAP/TSG101 interaction to inhibit HIV-1 budding; Q99816; Fluorescence polarization, FITC-PTAP peptide / Tsg101 binding; Potency, µM (doses to about 115 µM), for the others: at the highest dose activity change, negative = inhibition, usual class: inhibitors; 340,000 tested, under 10 active; active = well fitted inhibition curve with a large enough effect in the main read-out, with a control signal flat, not every such curve was filed as active; inconclusive = small, poorly fitted or top-dose-only effect, or effect the other way, or a change in a side signal; inactive = no such curve, though single readings can be large or run the other way; note: potency is the fitted concentration of half-maximal effect; % of control where 0% means no effect
Target sequence (Q99816 whole entry, looked up): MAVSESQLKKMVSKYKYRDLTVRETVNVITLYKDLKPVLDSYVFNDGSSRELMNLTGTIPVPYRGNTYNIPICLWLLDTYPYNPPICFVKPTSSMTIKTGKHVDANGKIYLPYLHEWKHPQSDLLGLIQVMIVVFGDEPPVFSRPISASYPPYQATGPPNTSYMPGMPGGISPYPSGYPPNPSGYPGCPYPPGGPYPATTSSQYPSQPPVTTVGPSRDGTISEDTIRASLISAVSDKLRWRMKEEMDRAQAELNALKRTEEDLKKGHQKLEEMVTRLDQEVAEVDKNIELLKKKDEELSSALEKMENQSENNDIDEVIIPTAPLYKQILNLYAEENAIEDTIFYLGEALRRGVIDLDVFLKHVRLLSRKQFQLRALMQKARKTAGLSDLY
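Tsg101 binding domain (10 uM final) was mixed with compound and a FITC-labeled PTAP peptide (50 nM final) in HEPES pH 7.5 buffer with NaCl, Tween 20, EDTA and TCEP; fluorescence polarization was read after 20 min at r.t.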
TRPV1 agonist: activates the human vanilloid receptor TRPV1 | Q8NER1 | 320,000 compounds, 0.19% hits | TRPV1-expressing cells, Fluo-8 calcium influx, agonist mode | activation, % at 8.33 µM; in the data active = activation above about 80%; inconclusive = between about 30% and that limit; note: 0% is about no effect
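Cells expressing TRPV1 were dye-loaded with Fluo-8 and read kinetically: 10 s baseline, 3 min after compound (agonist portion), then 2 min after EC20 capsaicin (allosteric enhancer portion). Calcium-bound dye fluorescence at 480/520 nm.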
BRCA1 expr act: increases BRCA1 expression; 380,000 compounds, 1.1% hits; AID 624202; MCF7-BRCA1-FFLuc reporter, luminescence, 48 h; response scale: scaled: vehicle 0%, 10 µM genistein 100%; Potency, µM (titrated, usually from 46.1 µM), without a hit: top-dose activation, actives largely listed as activators; note: potency is the fitted concentration of half-maximal effect; nearly all actives have a fitted effect of over 80% in size; some results filed as inactive show a strong effect at the top dose
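Activators of BRCA1 expression were detected as increased firefly luciferase luminescence in engineered MCF7 cells after 48 h compound incubation. Signals were scaled to genistein 10 microM as full activation.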
Eya2 inh: inhibitors of human Eya2 phosphatase activity; O00167; Potency, µM (titrated, usually from 76.9 µM), inactives show at the top dose activity, negative = inhibition, usual class: inhibitors; 330,000 compounds, 0.006% hits; recombinant Eya2, OMFP fluorescence dephosphorylation (OMFP is methylfluorescein phosphate); note: potency is the fitted concentration of half-maximal effect; % is set by controls: 0 for no effect and ±100 for the full control effect
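Eya2 protein (added as 0.2 uM solution) was preincubated with compound for 10 min at ambient temperature in 50 mM HEPES pH 7.5, 50 mM NaCl, 5 uM MgCl2, 0.05% BSA, 1 mM DTT. OMFP (added at 50 uM) then reacted 10 min; fluorescence read at 485/525 nm.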
Integrin act MD: integrin-mediated muscular dystrophy alleviation activation | Potency, µM (series often up to 38.3 µM), without a hit: at the highest dose activation, hits mostly activators | 350,000 compounds, 0.064% hits | alpha7betagal myoblasts, beta-gal FDG fluorescence, 48 h | AID 624291;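 note: potency is the fitted concentration of half-maximal effect; 100% = response of the positive control SU9516; nearly all actives have a fitted effect of over 60% in size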
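Alpha7betagal+/- myoblasts (passage 13) were plated 16-24 hr, then exposed to compounds (1:260 dilution of DMSO stock) for 48 hours at 37C. After MPER lysis, β-galactosidase reporter activity was read as FDG fluorescence (ex 480/em 540) after 30 minutes.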
p53 reactivator: mutant p53 re-activation in reporter cells | H1299 p53-A138V BP100-luciferase reporter, luminescence, 24 h | Potency, µM (titrated, usually from 92.2 µM), without a hit: at the top dose activity change, positive = activation, most hits filed as activators | 320,000 compounds, 0.063% hits | AID 504706; note: potency is the fitted concentration of half-maximal effect; % of control where 0% means no effect; nearly all actives have a fitted effect of over 45% in size
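H1299 (p53-null), stable ts p53-A138V + BP100-Luc; 1000 cells/well, Opti-MEM/10% FBS; cpd 4 pt, 1:5; 24 h, 37 deg C, 5% CO2; detection reagent 10 min RT; luminescence.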
uPA surface inh: inhibitors of cell surface uPA generation | cell surface uPA generation assay, qHTS | Potency, µM (top dose mostly 38.3 µM), for inactives: at the top dose activity change, negative = inhibition, usual class: inhibitors | 330,000 compounds, 0.31% hits | AID 540303; active = well fitted inhibition curve with a large enough effect; inconclusive = small, poorly fitted or top-dose-only effect; inactive = no such curve, though single readings can be large or run the other way; tested in mouse RAW 264.7 cells; note: potency is the fitted concentration of half-maximal effect; % is set by controls: 0 for no effect and ±100 for the full control effect; nearly all actives have a fitted effect of over 55% in size
USP2a inh: blocks human ubiquitin-specific protease USP2a; O75604; USP2 core, Ub-CHOP2 coupled fluorogenic reporter, 485/531; Potency, µM (highest dose often 38.3 µM), without a hit: at the top dose activity change, negative = inhibition, most hits filed as inhibitors; 330,000 compounds, 0.01% hits; AID 463254;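 note: potency is the fitted concentration of half-maximal effect; plate controls were DMSO wells for no effect and full inhibition by NEM control for full effect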
Target sequence (O75604 whole entry, looked up): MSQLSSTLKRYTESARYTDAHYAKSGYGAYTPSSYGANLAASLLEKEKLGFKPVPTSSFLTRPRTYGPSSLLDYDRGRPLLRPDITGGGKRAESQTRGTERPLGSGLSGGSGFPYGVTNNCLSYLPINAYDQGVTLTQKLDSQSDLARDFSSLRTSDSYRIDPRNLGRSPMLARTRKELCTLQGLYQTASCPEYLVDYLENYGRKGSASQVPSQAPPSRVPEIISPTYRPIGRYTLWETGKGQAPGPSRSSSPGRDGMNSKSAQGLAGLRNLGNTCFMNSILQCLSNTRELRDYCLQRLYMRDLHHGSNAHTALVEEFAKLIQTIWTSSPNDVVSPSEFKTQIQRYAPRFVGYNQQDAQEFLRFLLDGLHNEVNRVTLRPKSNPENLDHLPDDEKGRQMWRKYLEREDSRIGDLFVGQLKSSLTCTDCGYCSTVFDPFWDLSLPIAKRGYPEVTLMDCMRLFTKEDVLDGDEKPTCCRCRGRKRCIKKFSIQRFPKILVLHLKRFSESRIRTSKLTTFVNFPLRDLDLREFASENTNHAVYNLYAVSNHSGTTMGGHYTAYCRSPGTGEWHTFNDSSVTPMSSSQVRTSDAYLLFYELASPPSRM
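USP2 core (10nM final) preincubated 30min RT with compound in 20mM Tris-HCl pH 8.0, 2mM CaCl2, 2mM beta-mercaptoethanol, 0.05% CHAPS; 25nM Ub-CHOP2 plus 25nM reporter substrate added, fluorescence (Ex485/Em531) read after 60min.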
Active calls of the source: *; ? = inconclusive; · = no result given; [ ] = dose if it differs, or a comment. Unless noted, calls come from the whole dose curve; as a rule, active = well fitted curve in the direction sought with a large enough effect; inconclusive = small, poorly fitted or top-dose-only effect, or another doubt; inactive = no such curve, though single readings can be large; an effect the other way counts as inactive or inconclusive.

SMILES	ASM inhibitor	B2AR arrestin	ELG1 genotox	PTAP TSG101 blk	TRPV1 agonist	BRCA1 expr act	Eya2 inh	Integrin act MD	p53 reactivator	uPA surface inh	USP2a inh
COc1ccc(OCc2cc(C(=O)NC(C)Cc3cccnc3)no2)c(Cl)c1 (stereo not drawn)	0%	-0.7%	2%	-2%	3	47%	-1%	8%	17%	-28%	1%
C[n+]1cc[nH]c1SCC(=O)c1ccccc1	2%	-1.2%	18µM*	2%	-4	?	-2%	?	?	5%	2%
CCOc1cccc(/C=N/NS(=O)(=O)c2ccc(C)c([N+](=O)[O-])c2)c1O	-2%	-1.1%	3%	1%	1	18%	13%	?	-4%	6%	-11%
CC(C)c1ccc(NC(=O)COc2ccc(F)cc2C(=O)c2cnn(-c3ccccc3)c2)cc1	-19%	-2.9%	16%	2%	-3	1%	-2%	23%	?	-3%	1%
Cc1ccsc1/C=N/NC(=O)Cc1ccc(Cl)cc1	-2%	0.1%	4%	-7%	0	20%	7%	19%	3%	2%	6%
COc1ccc(/C=N/NC(=O)CCn2cnc(-c3ccccc3)c2-c2ccccc2)cc1	-14%	0.4%	8%	-11%	-5	-54%	-13%	0%	-5%	1.1µM*	-7%
COc1ccccc1C(=O)N1CCN(c2nc3cc(C)c(C)cc3cc2C#N)CC1	197%[activator]	0.8%	0%	-11%	11	-39%	-4%	-23%	1%	-6%	-11%
COc1cc(O)c(C(CCN2CCCC(C)C2)c2cc(OC)c(OC)c(OC)c2)c(OC)c1 (stereo not drawn)	3%	-0.1%	0%	·	-1	0%	-5%	6%	-1%	-22%	1%
O=C(NCc1ccncc1)NC1CCCCC1	2%	-1.4%	4%	2%	6	16%	-2%	-11%	-1%	5%	0%
CC(=O)Nc1ccc(S(=O)(=O)N2CCC(N3CCCC3)CC2)cc1	-2%	-0.3%	6%	-1%	3	1%	8%	-3%	18%	9%	1%
Cc1nnsc1C(=O)NC1CCCc2c1cnn2-c1ccc(F)cc1F (stereo not drawn)	1%	-0.2%	0%	-5%	?	-42%	-3%	-33%	-8%	6%	1%
COc1ccc(N(CC(=O)NCCc2ccccc2)C(=O)c2csnn2)cc1	-1%	-0.9%	7%	-6%	3	38%	-18%	-19%	12%	-1%	0%
O=C(COC(=O)c1cccnc1Cl)NCCCc1ccccc1	2%	0.4%	2%	0%	15	-17%	14%	16%	2%	4%	3%
CC(C)(C)c1ccc(C(=O)O[C@H]2[C@H](Cc3ccccc3)NS(=O)(=O)[C@H]3C[C@@H]4C=C[C@]23O4)cc1	-7%	0.0%	-6%	0%	-1	-13%	6%	16%	-2%	3%	-3%
CC(C)Sc1nnc(-c2ccc(S(=O)(=O)N3CCOCC3)cc2)n1C	5%	-0.2%	-4%	-1%	-2	-8%	5%	3%	-2%	-3%	0%
COc1ccc(CN2CCC(n3nccc3NC(=O)C3CC3)CC2)c(Cl)c1OC	6%	-0.2%	-2%	-1%	-6	-23%	7%	-19%	-2%	15%	-1%
Cc1ccc(C)c(OCc2cc(C(=O)N3C[C@@H](C)O[C@@H](C)C3)no2)c1	4%	0.8%	?	-1%	?	4.5µM*	-1%	0%	?	5%	0%
CCn1nc(NS(=O)(=O)c2ccccc2)c2cc3ccccc3nc21	2%	0.1%	-1%	0%	2	-19%	2%	-7%	-3%	0%	4%
Cc1ccccc1S(=O)(=O)Cc1ccc(C(=O)NCc2cccs2)o1	2%	0.2%	-4%	-7%	7	0%	0%	14%	0%	-2%	-1%
CCCCNS(=O)(=O)c1ccc2nc(-c3cccs3)cc(C(=O)NCC(OC)OC)c2c1	·	-0.2%	-7%	·	12	·	15%	·	5%	·	-1%

Overlap with the part before: two entries; new compounds follow.
SMILES	ASM inhibitor	B2AR arrestin	ELG1 genotox	PTAP TSG101 blk	TRPV1 agonist	BRCA1 expr act	Eya2 inh	Integrin act MD	p53 reactivator	uPA surface inh	USP2a inh
Cc1ccccc1S(=O)(=O)Cc1ccc(C(=O)NCc2cccs2)o1	2%	0.2%	-4%	-7%	7	0%	0%	14%	0%	-2%	-1%
CCCCNS(=O)(=O)c1ccc2nc(-c3cccs3)cc(C(=O)NCC(OC)OC)c2c1	·	-0.2%	-7%	·	12	·	15%	·	5%	·	-1%
NNc1nc2c(-c3cccc(C(F)(F)F)c3)nnn2c2ccccc12	319%[activator]	-0.8%	-6%	6%	0	-65%	-14%	57%	17%	-4%	1%
CC(=O)c1ccc2c(c1)c1ccccc1n2CC(C)C	-8%	-0.1%	?	-4%	-1	-21%	-6%	11%	0%	2%	-4%
CC(C)C(=O)N1CCN(c2nc(-c3ccc(Cl)cc3)cs2)CC1	-8%	0.1%	3%	3%	1	72%	-1%	-35%	0%	?	0%
Cc1ccc(C(=O)/C=C/NNC(=O)c2ccccc2O)cc1	?	-1.0%	-5%	-3%	2	-34%	3%	-4%	·	?	-1%
COc1ccc(NC(=O)N2CCCC(c3nc(-c4ccc(OC)cc4)no3)C2)cc1 (stereo not drawn)	-8%	0.6%	6%	3%	24	43%	-6%	-36%	0%	-6%	1%
CC(C)CC(NC(=O)OC(C)(C)C)c1cn([C@@H](Cc2ccc(O)cc2)C(=O)N2CCN(C(=O)OC(C)(C)C)CC2)nn1 (stereo partly drawn)	-1%	0.9%	-3%	1%	4	-24%	0%	-15%	-2%	12%	2%
O=c1c2cccnc2[nH]c(=S)n1CCCN1CCN(c2ccc(F)cc2)CC1	2%	-0.2%	10%	-1%	-2	3%	-23%	29%	12%	3%	3%
Cc1cc(C(=O)O)cc(S(=O)(=O)N2CCOCC2)c1C	2%	-0.1%	-3%	1%	3	2%	-17%	-2%	7%	1%	0%
Cc1ccc(-c2cc(C(=O)OCC(=O)NC3CC3)c3ccccc3n2)cc1	17%	-0.1%	0%	-3%	?	56%	21%	-17%	-5%	?	1%
CNC(=O)COC(=O)/C=C/c1cn(-c2ccccc2)nc1-c1ccc(C)o1	69%[activator]	-0.5%	0%	0%	·	-36%	?	-7%	-4%	-2%	1%
Cc1ccccc1NC(=O)Cc1ccccc1	-1%	-0.2%	-1%	-4%	-1	-3%	5%	-3%	1%	0%	2%
CN(CC(=O)O)Cc1oc(CO)cc(=O)c1O	-1%	·	·	-2%	·	-13%	·	24%	·	8%	·
O=C(N[C@@H](Cc1ccccc1)C(=O)N[C@@H](Cc1ccccc1)C(=O)O)OCc1ccccc1	4%	-0.1%	3%	-5%	-1	0%	-24%	9%	-2%	0%	-4%
Cc1ccc2nc(NCCCO)nc(-c3ccccc3)c2c1	·	0.1%	-5%	-5%	25	-24%	8%	-32%	-5%	-7%	7%
O=C(NC1CCCC1)c1ccc(COCC(F)(F)F)o1	8%	-0.1%	2%	-5%	-2	-9%	-8%	-22%	-13%	12%	-1%
O=C(OCC(=O)N1CCCC1)c1cc(Cl)ccc1Cl	2%	-0.7%	11%	0%	12	-14%	12%	23%	1%	-3%	1%
COc1ccc(Nc2cc(C)nc(NCc3ccccc3)n2)cc1	-14%	-0.6%	-7%	-9%	17	-1%	-29%	-77%[inhibitor]	-3%	-1%	0%
O=C(O)c1ccc(NC(=O)c2ccc3c(c2)C(=O)N(CC2CCCO2)C3=O)cc1 (stereo not drawn)	0%	-0.4%	-1%	-5%	0	-7%	2%	6%	2%	3%	2%
COc1ccc2nc(NCCCO)[nH]c2c1	0%	0.0%	-2%	-1%	-5	-1%	2%	7%	5%	3%	-2%
CCN(C[C@H]1N[C@@](CC)(C(=O)OC)[C@H]2C(=O)N(Cc3ccccc3)C(=O)[C@@H]12)C(=O)COC	8%	-1.2%	0%	-18%	·	11%	4%	9%	12%	11%	2%
CCC(C)(C)NC(=O)c1cc(S(=O)(=O)N2CCc3ccccc32)cn1C	-4%	-0.3%	1%	-1%	4	-26%	-7%	7%	7%	-18%	0%
COC(=O)c1ccn(CSc2c(F)c(F)cc(F)c2F)n1	0%	0.4%	5%	-3%	-1	9%	-4%	-3%	12%	-12%	2%
COc1cccc(NC(=O)c2nc3nc(C)cc(C(F)F)n3n2)c1	3%	-0.2%	-12%	0%	-3	-2%	5%	-17%	-3%	6%	2%
COc1ccc(-n2c(O)c(Cc3ccccc3)c(=O)n3nc(-c4ccccc4)c(=O)cc23)cc1	-1%	-0.6%	-1%	-6%	-2	45%	5%	1%	?	-1%	3%
COc1ccccc1C(=O)NC(CCSC)C(=O)OCC(=O)c1ccc[nH]1 (stereo not drawn)	3%	-0.4%	1%	-3%	-3	-12%	-2%	8%	-3%	1%	1%
O=C1CCCC2=C1C(c1ccccc1)n1c(s/c(=C/c3cccc(F)c3)c1=O)=N2 (stereo not drawn)	17%	0.0%	2%	-2%	4	-17%	1%	0%	-1%	5%	3%
